Compound activity (PubChem BioAssay)
Granule exo inh: LAMP-1 surface exposure blockers, TALL-104 cells – cell-based, flow cytometry, MLPCN library, primary screen; inhibition, % at 10 µM; TALL-104 LAMP-1 surface exposure; cells stimulated with thapsigargin and PMA; 360,000 compounds, 0.66% hits;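 active means inhibition above about 55%, limit read from the data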
ABCB6 inh MLPCN: ABCB6 transporter inhibitors, primary screen, K562-ABCB6 cells, flow cytometry, MLPCN library | K562-ABCB6 porphyrin accumulation, 1 h; stronger effect = lower value | AID 602162, 2011 | 360,000 compounds, 0.19% hits | fluorescence ratio to DMSO, % at 10 µM;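 active means fluorescence ratio to DMSO below 75%, the collection mean minus 3 SD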;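 further: signal is porphyrin accumulated inside mitochondria; 100% equals median channel fluorescence of DMSO control wells; lower ratio means ABCB6 inhibition with less porphyrin fluorescence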
HTR2A ag: mouse Htr2a agonists via beta-arrestin recruitment, primary screen, cell-based, luminescence; 5-hydroxytryptamine receptor 2A (Mus musculus), P35363; CHO-K1 mHTR2A beta-arrestin complementation; percent of 30 µM serotonin response; activation, % at 7.6 µM; 360,000 compounds, 0.66% hits; AID 624169, 2012;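 active means activation above a run cutoff, the mean activation of all tested compounds plus 3 SD, cut at about 14% in these data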;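 further: 0% = plate median of compound wells and 100% = 30 µM serotonin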
CaV13 ICDI inh: Disruptors of the CACNA1D IQ motif to Ca2+-dependent inactivation inhibitor domain association, primary screening, Förster resonance energy transfer in intact living …; inhibition, % at 12.3 µM; HEK cells, CFP/YFP FRET ICDI-IQ, plate reader, 10 min; percent FRET-ratio fall versus neutral wells; 340,000 compounds, 0.098% hits; AID 743397;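 active means mean replicate inhibition of at least 30% and at least 1% of replicates passing that level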;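 further: 0% = median of the neutral control wells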
ABHD5 PLIN5 PPI: ABHD5-PLIN5 interaction inhibitors, primary screen, cell lysate, split luciferase complementation, luminescence; Perilipin-5 (Homo sapiens) + 1-acylglycerol-3-phosphate O-acyltransferase ABHD5 (Homo …; Split G. princeps luciferase complementation, 4 h; inhibition, % at 4 µM; 360,000 compounds, 0.78% hits;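 active means inhibition above the mean inhibition across every tested compound plus 3 SD, cut at about 22% in these data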;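 further: 0% = DMSO only wells and the 100% control is not disclosed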
Target sequence (Q00G26 whole entry, looked up): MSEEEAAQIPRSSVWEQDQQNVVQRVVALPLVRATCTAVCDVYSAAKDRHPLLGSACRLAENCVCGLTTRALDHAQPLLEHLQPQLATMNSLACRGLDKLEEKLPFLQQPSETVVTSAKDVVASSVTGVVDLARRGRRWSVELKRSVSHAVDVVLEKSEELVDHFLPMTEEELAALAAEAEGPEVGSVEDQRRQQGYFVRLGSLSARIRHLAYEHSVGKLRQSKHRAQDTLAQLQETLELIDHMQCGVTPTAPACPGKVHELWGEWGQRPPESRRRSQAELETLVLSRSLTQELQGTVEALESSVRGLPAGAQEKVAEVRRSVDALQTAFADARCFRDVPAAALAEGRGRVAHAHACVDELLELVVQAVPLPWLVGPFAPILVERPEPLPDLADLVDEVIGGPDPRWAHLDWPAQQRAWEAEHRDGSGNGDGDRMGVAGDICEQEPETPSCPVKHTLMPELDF
Target sequence (Q8WTS1 whole entry, looked up): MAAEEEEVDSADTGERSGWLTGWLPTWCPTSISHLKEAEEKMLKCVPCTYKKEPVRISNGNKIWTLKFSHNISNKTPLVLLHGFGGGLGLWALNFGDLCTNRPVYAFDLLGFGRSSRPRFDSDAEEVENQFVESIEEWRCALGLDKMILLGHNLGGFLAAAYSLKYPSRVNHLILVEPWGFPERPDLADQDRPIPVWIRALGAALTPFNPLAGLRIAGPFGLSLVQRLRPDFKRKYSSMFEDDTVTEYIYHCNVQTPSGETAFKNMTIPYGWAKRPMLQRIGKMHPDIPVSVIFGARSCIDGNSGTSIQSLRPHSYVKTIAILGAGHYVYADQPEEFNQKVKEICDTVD
H9c2 protect: cardioprotection against H2O2-induced cell death, primary screen, uHTS, H9c2 cells, ATPLite luminescence. H9c2 cardiomyocytes, H2O2 injury protection, 2 h. protection from H2O2 cell death, % at 20 µM. 360,000 compounds, 0.63% hits. AID 588492, 2011;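 active means compounds giving at least 50% protection of heart cells from peroxide-induced death in the single-dose screen, raw or plate-pattern-corrected value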;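 further: 0% = DMSO wells with peroxide and 100% = DMSO wells without peroxide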
MC4R antag cAMP: MC4R antagonists of cAMP signaling, primary screen, cell-based, TR-FRET, antagonist arm of biased-ligand search | MC4R-expressing cells, MTII-stimulated cAMP, LANCE TR-FRET | inhibition, % at 6.5 µM | 360,000 compounds, 0.48% hits | AID 540295, 2011;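 active means inhibition above its plate's cutoff, the mean of tested wells on that plate plus 3 SD, cut at about 29% in these data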;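 further: 0% = Melanotan II alone and 100% = Melanotan II plus saturating MCL0020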
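Assay system: U2OS-MC4R stable cell line; Also added: Melanotan II; Technique: Eu-cAMP/anti-cAMP TR-FRET, emission 671 nm; Times: 30-min compound, 1-h challenge, 1-h detection, room temperature.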
MC4R barr agon: MC4R agonists recruiting beta-arrestin, primary screen, cell-based, luminescence, agonist arm of biased-ligand search. Melanocortin receptor 4 (Homo sapiens), P32245. 360,000 compounds, 0.98% hits. activation, % at 8.9 µM. U2OS MC4R beta-arrestin complementation; percent of melanotan II response, DMSO zero;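 active means activation above a per-plate cutoff, the mean activation of sample wells on that plate plus 3 SD, cut at about 8% in these data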
Glyco luc inh: increase of ERlucT glycosylation luciferase signal, primary screen, N-linked glycosylation inhibitor project, D54 ERlucT cells, luminescence, set 2; 360,000 compounds, 0.23% hits; reporter increase, % at 12.5 µM; D54 ERlucT glycosylation luciferase reporter, 24 h; percent of 100 nM tunicamycin response;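 active means mean luciferase reporter signal, scaled so untreated is 0 and the glycosylation-blocking control 100, at or above a set limit in every replicate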;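 further: luciferase carries N-glycosylation sites so blocking glycosylation raises the light; 0% = median of neutral control wells and 100% = median of 100 nM tunicamycin wells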
PDI turbidity: inhibitors of human PDI, primary screen, biochemical, turbidity, single point, plate reader | AID 588391, 2011 | PDI insulin aggregation turbidity, A650, 90 min | inhibition, % at 10 µM | Protein disulfide-isomerase (Homo sapiens), P07237 | 350,000 compounds, 0.052% hits;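 active means mean inhibition across replicates of 30% or more, whatever share of single replicates reach that level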;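 further: absorbance from insulin aggregation driven by PDI reduction with DTT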
The depositor's hits bear a star; x = not tested or not shown. No enrichment for hits; 4.2% or so of the library scored in one or more.

SMILES	Granule exo inh	ABCB6 inh MLPCN	HTR2A ag	CaV13 ICDI inh	ABHD5 PLIN5 PPI	H9c2 protect	MC4R antag cAMP	MC4R barr agon	Glyco luc inh	PDI turbidity
CCOC(=O)N1CCN(C(=O)C2CCN(S(=O)(=O)c3c(C)cc(C)cc3C)CC2)CC1	-4	94	2	-4	0	-7	0	0.2	-4	8
CN(/C(=N\S(=O)(=O)c1ccccc1)c1ccccc1)c1ccc(O)cc1	2	100	1	-6	-1	3	2	-0.8	1	30
O=C(Cc1ccc(-n2cccc2)cc1)NC1CCCCC1	-6	93	-5	-7	-4	-3	7	-2.0	-1	2
CCCCCCC(C)n1[nH]c(=O)c2c(C)cc(=O)[nH]c21 (configuration not stated)	-8	101	6	-4	2	1	10	-1.5	-1	-7
COc1ccc(C2CC(c3ccc(Cl)cc3Cl)n3nc(N)nc3N2)cc1 (configuration not stated)	-4	103	1	-3	6	12	5	15*	1	x
Cc1cc(=O)oc2cc(OC(C)C(=O)Nc3ccc(N4CCOCC4)cc3)ccc12 (configuration not stated)	-2	115	-2	x	-2	2	6	-0.7	0	-3
O=C(O)c1cc([N+](=O)[O-])cc([N+](=O)[O-])c1N1CCN(c2cccc(C(F)(F)F)c2)CC1	-1	107	6	-12	-14	2	12	-3.0	-1	-3
COC(=O)c1ccc(N2C(c3cc(OC)cc(OC)c3)=Cc3ccc(-c4ccc(C(N)=O)cc4)cc3C2CC(=O)C2CC2)cc1 (configuration not stated)	-5	96	0	-6	9	x	x	x	x	x
OCC1(Cc2ccccc2)CCN(Cc2cnn(-c3ccccc3F)c2)CC1	6	95	2	7	5	-1	13	-0.8	-4	-1
CCCCCn1c(SCC#N)nc2cc(C(=O)NCC3CCCO3)ccc2c1=O (configuration not stated)	2	98	5	-6	3	10	-2	-1.6	-3	-4
CCC(CCc1ccccn1)C(=O)c1ccccc1 (configuration not stated)	-4	103	0	-5	-5	-1	12	-1.6	-2	-5
COc1cc(/C=C2\SC(=O)NC2=O)ccc1OCc1ccc(Cl)nc1	1	99	5	-3	2	-6	15	-1.6	-2	3
Cc1ccc(C)c(NC(=S)N2C3CCCC2CC(NC(=O)C2CC2)C3)c1 (configuration not stated)	6	100	1	-5	-9	1	3	0.0	0	0
CCCNC(=S)N1CCC(NC(=O)Nc2ccc(C)cc2)CC1	0	103	-3	-6	-2	3	10	-0.5	1	-5
CC1(C)CC(=O)C2=C(C1)N=C1SCCC(=O)N1C2c1cccc([N+](=O)[O-])c1 (configuration not stated)	-1	103	-3	-19	-8	-12	12	-0.8	2	4
CCOC(=O)c1cnc(Nc2ccc(OCC)cc2)nc1C	0	93	1	-3	-3	-7	12	4.4	1	4
COc1ccc(CSc2nnnn2-c2ccccc2)cc1	1	96	2	x	-1	-5	4	-0.6	-4	-11
Cc1cnc2c(N)cc(C)c(C)c2c1	10	102	-3	-5	3	0	-1	-0.6	-3	0
O=C(CCNC(=O)c1ccc([N+](=O)[O-])cc1)Nc1nc2ccccc2[nH]1	-1	97	2	-6	0	2	12	-0.2	3	-6
N#Cc1ccccc1NC(=O)c1ccccc1OCC(=O)NCc1ccco1	-3	98	0	-6	16	16	15	-0.5	1	9
COc1cc(/C=N/Nc2ncc(C(F)(F)F)cc2Cl)cc(OC)c1OC	3	100	-4	-20	-1	7	4	-1.0	8	-12
CCCn1cnc2cc(NC(=O)c3cccs3)ccc21	1	94	-3	-3	6	-9	-5	0.3	-3	-2
CC(C)NC(=S)NN=C1c2ccccc2-c2ccccc21	0	92	-2	-2	3	-11	12	6.6	3	9
Cc1ccccc1-n1nnnc1SCC(=O)Nc1ccc(S(=O)(=O)N2CCCC2)cc1	2	90	-2	-3	-13	-5	9	0.1	-1	0
COc1cn(-c2ccccc2)nc1C(=O)Nc1ccccc1	5	102	0	-7	1	7	14	0.3	1	8
Cc1cccc(Cn2c(N3CCc4ccccc4C3)nc3c2c(=O)[nH]c(=O)n3C)c1	-1	101	-3	-5	0	-17	7	-0.8	0	3
O=C(C1CCCN(Cc2ccc(Cl)cc2)C1)N1CCCCC1 (configuration not stated)	-4	233	-2	-2	2	-5	0	-1.0	-2	6
O=C(Cn1cc(S(=O)(=O)Cc2ccccc2)c2ccccc21)N1CCOCC1	4	93	-4	-3	2	6	-2	-3.7	2	-4
CC(C)(CN1CCCC1)NS(=O)(=O)c1ccc(Cl)cc1	23	97	-4	-3	13	1	8	2.3	-1	-8
COCCCNc1nc2ccccc2nc1NS(=O)(=O)c1cccc(Cl)c1	2	113	0	-17	2	-4	3	1.0	0	-3
O=C(OCC1OC(n2ccc(=O)[nH]c2=O)C(Cl)C1O)c1ccccc1 (configuration not stated)	-14	103	-2	-3	7	-1	20	2.0	0	-4
N#CC(c1ccccc1)c1ccc(C(=O)c2ccc(F)cc2)cc1 (configuration not stated)	-2	97	-2	x	1	-25	-1	-1.4	-8	0
Cn1nccc1NC(=O)c1nccnc1C(=O)O	-1	98	2	-5	6	1	10	-2.1	3	17
CCCc1ccc(-c2cc(C(=O)NC3=NCCS3)c3ccccc3n2)cc1	7	99	-1	-3	-5	-16	4	-2.6	-5	-1
Cc1ccc(C(=O)Cn2nnc(-c3ccccc3-n3cnnn3)n2)cc1	6	104	8	-10	0	1	1	-1.6	0	-12
O=C(COc1ccc(S(=O)(=O)N2CCOCC2)cc1)Nc1cccc([N+](=O)[O-])c1	0	102	-16	-6	1	1	3	-1.7	1	6
CC(C)(C)NC(=O)C(OC(=O)c1ccco1)c1ccccc1F (configuration not stated)	1	105	-2	-3	6	1	2	-0.8	-1	16
CC1(C)Cc2c(sc(/N=C/N3CCOCC3)c2C#N)C(C)(C)N1	4	120	-1	x	2	5	-1	0.6	2	-2
CCSC1=C(C#N)C2(CCCCC2)C(C#N)=C(N)N1	3	92	3	-2	-14	-18	17	2.2	1	1
O=C1c2ccccc2C(=O)N1CCc1nn[nH]n1	-6	96	7	x	-6	0	15	2.0	1	1
Cc1cc(C(=O)CSc2nnc(-c3ccccc3)n2-c2ccccc2)c(C)n1-c1ncn[nH]1	0	90	-2	-4	11	-1	7	1.1	0	-2
Nc1[nH]c(=S)[nH]c(=O)c1-c1ccccc1	-1	96	-1	x	0	10	5	-0.3	1	0
CCSc1nc2c(c(=O)n(C)c(=O)n2C)n1Cc1ccc(Cl)cc1	-3	94	1	-4	-8	19	-38	-1.1	-5	10
Cc1ccc(/C=C2\SC(=S)N(CCCC(=O)Nc3ccc(O)cc3)C2=O)cc1	0	102	1	-5	0	0	5	2.8	-2	-3
Cc1nn(-c2ccccc2)nc1C(N)=O	-3	101	6	0	0	2	4	-1.6	1	3
Cc1noc(C)c1CSCC(=O)OCC(=O)NC1CCCCC1	0	97	1	-5	3	-3	14	0.5	1	1
Cc1cccc(NC(=O)COC(=O)C(NC(=O)c2cccc(S(=O)(=O)N3CCOCC3)c2)C(C)C)c1 (configuration not stated)	0	95	7	-7	-4	-3	11	-0.4	2	-3
S=c1[nH]c2ccccc2n1CCOc1ccccc1	-7	93	1	-2	-12	-2	-2	-0.3	-2	-11
O=C(COC(=O)c1ccc(Br)o1)Nc1ccc2c(c1)OCCO2	-5	101	12	-6	14	-5	8	-0.6	-1	-11
CCSc1nc2c(cnn2-c2ccc(C)cc2)c(=O)[nH]1	6	100	-11	-6	-3	4	3	1.6	1	-4

Part of the list above, as a markdown table:
| smiles | Granule exo inh | ABCB6 inh MLPCN | HTR2A ag | CaV13 ICDI inh | ABHD5 PLIN5 PPI | H9c2 protect | MC4R antag cAMP | MC4R barr agon | Glyco luc inh | PDI turbidity |
| --- | --- | --- | --- | --- | --- | --- | --- | --- | --- | --- |
| COc1ccc(C2CC(c3ccc(Cl)cc3Cl)n3nc(N)nc3N2)cc1 (configuration not stated) | -4 | 103 | 1 | -3 | 6 | 12 | 5 | 15* | 1 | x |
| CC(C)(C)NC(=O)C(OC(=O)c1ccco1)c1ccccc1F (configuration not stated) | 1 | 105 | -2 | -3 | 6 | 1 | 2 | -0.8 | -1 | 16 |
| CCOC(=O)N1CCN(C(=O)C2CCN(S(=O)(=O)c3c(C)cc(C)cc3C)CC2)CC1 | -4 | 94 | 2 | -4 | 0 | -7 | 0 | 0.2 | -4 | 8 |
| N#CC(c1ccccc1)c1ccc(C(=O)c2ccc(F)cc2)cc1 (configuration not stated) | -2 | 97 | -2 | x | 1 | -25 | -1 | -1.4 | -8 | 0 |

An excerpt from above, showing only MC4R antag cAMP and HTR2A ag.
Structure	MC4R antag cAMP	HTR2A ag
Cc1noc(C)c1CSCC(=O)OCC(=O)NC1CCCCC1	14	1
Cc1cccc(NC(=O)COC(=O)C(NC(=O)c2cccc(S(=O)(=O)N3CCOCC3)c2)C(C)C)c1 (configuration not stated)	11	7
S=c1[nH]c2ccccc2n1CCOc1ccccc1	-2	1
O=C(COC(=O)c1ccc(Br)o1)Nc1ccc2c(c1)OCCO2	8	12

Next part.
SMILES	Granule exo inh	ABCB6 inh MLPCN	HTR2A ag	CaV13 ICDI inh	ABHD5 PLIN5 PPI	H9c2 protect	MC4R antag cAMP	MC4R barr agon	Glyco luc inh	PDI turbidity
O=C(CSc1nc2ncc(Br)cc2[nH]1)Nc1ccc2c(c1)OCO2	15	94	-2	-4	-5	-10	-4	-1.7	1	0
Cc1ccc(NC(=O)NNC(=O)c2cccs2)cc1	-1	101	1	-4	4	3	9	-2.7	5	-3
Cc1ccc2sc(NC(=O)C3CC3)nc2c1C	3	91	6	-6	-6	-4	-5	-0.2	2	6
COc1cc(CNC(C)C)ccc1OCC(=O)Nc1cccc2ccccc12	-1	92	-2	-6	4	8	-2	0.8	-8	4
CC(=O)Nc1cc(-c2nn(C)c(=O)c3ccccc23)ccc1N1CCCCC1	-2	105	5	x	-3	2	-3	1.1	6	-7
